ADAM10 inh: human ADAM10 inhibitors, primary screen, biochemical, QFRET, HTS; recombinant ADAM10, EDANS/DABCYL FRET peptide cleavage, 3 h; inhibition, % at 7 µM; 370,000 tested, 0.62% active;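 active means inhibition above a per-campaign cutoff equal to the mean of compounds falling between control-based bounds plus 3 SD, cut at about 20% in these data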;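 further: 0% = DMSO wells while the 100% control is not disclosed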
ASAP1 inh: inhibitors of human ASAP1 ArfGAP activity, primary screen, biochemical, fluorescence polarization | Arf-GAP with SH3 domain, ANK repeat and PH domain-containing protein 1 (Homo sapiens), … | ASAP1-stimulated ARF1 GTP hydrolysis, GDP FP detection | inhibition, % at 16.5 µM | 360,000 tested, 0.19% active | AID 624377, 2012; in the data active means inhibition above about 25%;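 further: 0% = vehicle with enzyme and substrate and 100% = no enzyme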
Target sequence (Q9ULH1 325-724 limits assumed): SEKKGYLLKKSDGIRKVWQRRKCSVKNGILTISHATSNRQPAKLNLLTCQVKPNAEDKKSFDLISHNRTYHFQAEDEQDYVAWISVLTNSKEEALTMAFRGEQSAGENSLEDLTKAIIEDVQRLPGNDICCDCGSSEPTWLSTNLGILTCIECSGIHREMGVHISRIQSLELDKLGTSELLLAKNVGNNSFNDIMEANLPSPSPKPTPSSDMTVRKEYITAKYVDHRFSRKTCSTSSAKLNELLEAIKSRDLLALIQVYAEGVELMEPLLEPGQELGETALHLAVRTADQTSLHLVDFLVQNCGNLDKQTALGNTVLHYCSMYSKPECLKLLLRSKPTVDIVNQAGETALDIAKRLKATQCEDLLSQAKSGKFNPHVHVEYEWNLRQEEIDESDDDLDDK
sPLA2-III inh: human group III sPLA2 inhibitors, primary screen, biochemical, QFRET, BODIPY PC-A2 liposome substrate. 370,000 tested, 0.56% active. inhibition, % at 12.2 µM. Group 3 secretory phospholipase A2 (Homo sapiens), Q9NZ20. QFRET BODIPY PC-A2 liposome hydrolysis, fluorescence;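 active means inhibition above mean plus 3 SD of compounds lying within the high and low control bounds, cut at about 19% in these data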;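 further: 0% = median of test compound wells and 100% = no enzyme DMSO wells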
rCAG binder: binders of r(CAG) RNA repeats, primary screen, biochemical, fluorescence; 370,000 tested, 1.3% active; AID 651821, 2012; inhibition, % at 3 µM; r(CAG) RNA repeat, TO-PRO-1 dye displacement fluorescence;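 active means inhibition above the plate cutoff, the mean of all test compounds on that plate plus 3 SD, cut at about 35% in these data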;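 further: 0% = DMSO alone and 100% = 100 µM mitoxantrone as full dye displacement; higher means more dye released from RNA so lower well fluorescence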
GC-A act: GC-A stimulated cGMP production enhancers – HEK293 GC-A cells, cGMP TR-FRET, EC30 ANP, primary screen; AID 1671463, 2021; 0% at EC30 ANP, 100% saturating ANP; 370,000 tested, 0.14% active; activation, % at 10 µM; in the data active means activation above about 40%
NPR2 activator: human GC-B receptor activators, primary screen, HEK293 GC-B cells, cGMP TR-FRET, EC30 CNP | Atrial natriuretic peptide receptor 2 (Homo sapiens), P20594 | 0% at EC30 CNP, 100% saturating CNP | activation, % at 10 µM | 370,000 tested, 0.11% active | AID 1920062, 2024;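 active means activation at 10 µM reaching about 35% in either raw or pattern-adjusted values, limit read from the data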
DDE Tn6 FP inh: inhibitors of Tn6 peptide binding to fibrin DD(E), primary screen, biochemical, fluorescence polarization, human fibrin, Tn6 probe; Fibrinogen beta chain (Homo sapiens), P02675; Fibrin DD(E) TRITC-Tn6 fluorescence polarization displacement; inhibition, % at 8.3 µM; 370,000 tested, 0.21% active; AID 720509, 2013;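 active means inhibition above a per-campaign cutoff: mean of compounds within control limits plus 3 SD, cut at about 15% in these data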;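 further: 0% = median of all compound wells on the plate and 100% = blocking peptide control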
ARFGAP1 inh: inhibitors of rat ARFGAP1 GAP activity, primary screen, biochemical, fluorescence polarization, GDP tracer; inhibition, % at 16.5 µM; AID 651572, 2012; ADP-ribosylation factor GTPase-activating protein 1 (Rattus norvegicus), Q62848; 360,000 tested, 0.26% active; Arfgap1-stimulated ARF1 GTP hydrolysis, GDP FP detection;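 active means inhibition above a per-plate limit, mean inhibition of low control wells plus 3 SD, cut at about 25% in these data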;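 further: 0% = DMSO wells with enzyme and 100% = wells lacking Arfgap1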
Target sequence (Q62848 1-136 limits assumed): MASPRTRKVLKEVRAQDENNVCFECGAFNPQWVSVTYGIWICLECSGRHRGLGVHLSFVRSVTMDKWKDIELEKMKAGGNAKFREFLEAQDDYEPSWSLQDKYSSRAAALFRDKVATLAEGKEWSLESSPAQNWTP
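material = rat Arfgap1 catalytic domain, aa 1-136 | also added = human ARF1(Δ1-17)-GTP substrate | compound dosing = one concentration, 16.5 µM, DMSO 1.26% | times = GTP hydrolysis reaction 2 h at 25 °C | measured by = FP, GDP Alexa 633 tracer displaced from anti-GDP antibody, 620/688 nm | evaluation = percent inhibition of Arfgap1-stimulated GTP hydrolysis | replication = single well per compound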
proKLK7 act: proKLK7 zymogen activators, primary screen, biochemical, fluorescence intensity | Kallikrein-7 (Homo sapiens), P49862 | 370,000 tested, 0.9% active | activation, % at 7 µM | purified proKLK7, EDANS-DABCYL substrate fluorescence; 100% is mature enzyme control, 0% vehicle;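 active means activation above the mean of all tested compounds plus 3 SD, computed per campaign excluding outliers beyond control limits, cut at about 13% in these data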
Target sequence (P49862 whole entry, looked up): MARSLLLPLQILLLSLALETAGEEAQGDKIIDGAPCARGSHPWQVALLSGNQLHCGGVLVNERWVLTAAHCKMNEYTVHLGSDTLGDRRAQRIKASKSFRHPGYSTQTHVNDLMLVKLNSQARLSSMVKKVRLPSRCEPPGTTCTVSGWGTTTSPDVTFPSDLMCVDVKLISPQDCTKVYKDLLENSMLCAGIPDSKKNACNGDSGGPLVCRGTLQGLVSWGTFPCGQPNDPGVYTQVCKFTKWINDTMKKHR
FXN GAA850 act: FXN promoter activators, primary screen, cell-based, luciferase luminescence, HEK293 lucGAA850; AID 540364, 2011; HEK293 lucGAA850 FXN promoter luciferase reporter, 24 h; percent of 10 µM SAHA response; activation, % at 6 µM; 360,000 tested, 0.56% active;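 active means activation above the average of all compounds screened plus 3 SD, cutoff fixed separately per campaign, cut at about 7.5% in these data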;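 further: 0% = DMSO wells and 100% = 10 µM SAHA wells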
Active calls of the source: *; . = not tested or not shown. Random draw from the library; about 4.5% have a hit in one of these screens.

1. CC1CCCN(c2ccc(C(=O)OCC(=O)N3c4ccccc4Sc4ccccc43)cc2[N+](=O)[O-])C1 (stereo not drawn)
2. COCc1c(C(=O)NCCc2ccc(OC(F)F)cc2)oc2ccccc12
3. COc1ccc(/C=C2\SC(=S)N(CCC(=O)Nc3cccc(C(=O)O)c3)C2=O)cc1
4. COc1ccc(S(=O)(=O)N(C)C[C@H]2Oc3ccc(NS(=O)(=O)c4ccccc4)cc3CC(=O)N([C@H](C)CO)C[C@@H]2C)cc1
5. COc1ccc(N(C(=O)c2ccccc2OC(C)=O)C(C)C2CC2)cc1 (stereo not drawn)
assay / entry	1	2	3	4	5
ADAM10 inh	3	-7	6	15	1
ASAP1 inh	-12	-4	-8	-5	1
sPLA2-III inh	-5	10	-6	-37	-4
rCAG binder	3	-2	15	2	-9
GC-A act	0	-6	3	1	-13
NPR2 activator	1	-4	-2	4	-8
DDE Tn6 FP inh	-3	-8	7	-5	-1
ARFGAP1 inh	7	7	-1	-2	0
proKLK7 act	0.1	0.2	-0.1	0.8	0.8
FXN GAA850 act	0.6	-2.4	-2.0	1.3	-0.1

6. CC(C)NC(=O)CN(c1cccc([N+](=O)[O-])c1)S(=O)(=O)c1ccccc1
7. CCCNC(=O)c1ccccc1SCc1c(C)noc1C
8. CCOc1ccc(-c2cnc3cccnn23)cc1
9. CCOC(=O)CN1C(=O)C(O)=C(C(C)=O)C1c1ccc([N+](=O)[O-])cc1 (stereo not drawn)
10. CC(=O)Nc1ccc(-c2cc3ccccc3o2)cc1
assay / entry	6	7	8	9	10
ADAM10 inh	4	-3	-181	1	-29
ASAP1 inh	2	1	-4	-8	-3
sPLA2-III inh	5	0	3	1	-18
rCAG binder	-1	0	1	6	7
GC-A act	0	3	6	-3	23
NPR2 activator	-2	1	0	9	-9
DDE Tn6 FP inh	-3	3	-5	1	3
ARFGAP1 inh	9	3	3	3	0
proKLK7 act	0.7	-0.4	11	0.1	0.3
FXN GAA850 act	-0.5	1.3	1.4	-2.3	4.7

11. CCN(CC(=O)Nc1ccccc1C(F)(F)F)C(=O)c1ccc(NC(=O)c2cccs2)cc1
12. COc1cccc(C2c3c(oc4ccccc4c3=O)C(=O)N2CCCN2CCOCC2)c1OC (stereo not drawn)
13. Cc1ccc(NCc2ccccc2O)c(C)c1
14. COC(=O)c1sc2ccccc2c1NC(=O)c1ccc(S(=O)(=O)N2CCCCC2C)cc1 (stereo not drawn)
15. O=S(=O)(NC(=S)NC1CCCCC1)c1ccc(Br)cc1
assay / entry	11	12	13	14	15
ADAM10 inh	-5	-9	-2	3	0
ASAP1 inh	-9	4	3	-1	-13
sPLA2-III inh	2	10	1	1	2
rCAG binder	0	-1	-1	5	16
GC-A act	0	-3	2	-1	-2
NPR2 activator	-2	-1	-1	2	1
DDE Tn6 FP inh	9	2	4	-5	-3
ARFGAP1 inh	-2	-7	2	9	1
proKLK7 act	0.3	0.3	0.8	-1.3	0.3
FXN GAA850 act	0.2	1.8	1.9	1.9	0.6

16. CCn1c(SCC(=O)c2ccc(C)cc2)nnc1-c1ccncc1
17. CCCNc1nc(Nc2ccc(C)c(Cl)c2)c2cnn(C)c2n1
18. CCCCCOc1ccc(/C(C)=N/NC2=NCCN2)cc1
19. O=C(Oc1ccc2c(=O)c(Oc3ccc4ccccc4c3)coc2c1)c1ccco1
20. Cc1ccccc1S(=O)(=O)N1CCN(c2ccc3c(c2)C2CC3CCN2C(=O)OCc2ccccc2)CC1 (stereo not drawn)
assay / entry	16	17	18	19	20
ADAM10 inh	8	-1	-1	-134	-9
ASAP1 inh	-6	2	6	-4	2
sPLA2-III inh	-12	-21	-1	-6	-3
rCAG binder	-2	28	7	5	12
GC-A act	-2	18	4	0	2
NPR2 activator	-2	22	-2	1	1
DDE Tn6 FP inh	2	-8	-3	6	2
ARFGAP1 inh	0	1	-1	-3	2
proKLK7 act	0.5	-0.2	-0.1	-4.3	-0.4
FXN GAA850 act	0.4	3.6	1.0	0.5	.

21. CCOC(=O)Nc1nc(-c2ccc(F)cc2F)cs1
22. Cc1ccc(S(=O)(=O)NCCN=C(CN2CCOCC2)NS(=O)(=O)c2ccc(C)cc2)cc1
23. Cc1nc(N[C@@H](Cc2ccccc2)C(=O)O)c2oc3ccccc3c2n1
24. O=C(CSc1nnc(Nc2ccccc2)s1)NC1CC1
25. O=C(O)c1ccc(Nc2nc(-c3ccccc3)nc3ccccc23)cc1
assay / entry	21	22	23	24	25
ADAM10 inh	1	-13	-4	-1	-50
ASAP1 inh	-14	16	5	8	9
sPLA2-III inh	-7	0	3	1	-28
rCAG binder	0	-2	9	3	37*
GC-A act	11	6	1	1	-8
NPR2 activator	0	4	4	-5	-2
DDE Tn6 FP inh	-3	-2	-7	0	9
ARFGAP1 inh	-3	7	-5	-16	3
proKLK7 act	-0.3	0.4	-0.4	0.2	-0.9
FXN GAA850 act	4.1	-0.4	1.0	-0.7	0.7

26. COc1cc(Cl)c(CN2CCCC(CO)(Cc3cccc(Cl)c3)C2)cc1OC (stereo not drawn)
27. CN(CCO)CCC(=O)NC1(C)CS(=O)(=O)CC1S(=O)(=O)O (stereo not drawn)
28. Nn1c(COc2ccc(Cl)cc2)n[nH]c1=S
29. CCN(CC)c1ccc(/C=N/Nc2cccc(C)c2)c(O)c1
30. NS(=O)(=O)c1ccc(CNC(=O)CCCSc2ccccc2)cc1
assay / entry	26	27	28	29	30
ADAM10 inh	12	1	5	12	-10
ASAP1 inh	-5	-4	0	-3	23
sPLA2-III inh	-11	1	14	5	-6
rCAG binder	-6	0	2	11	8
GC-A act	-24	-1	0	-2	1
NPR2 activator	-23	-5	-11	3	0
DDE Tn6 FP inh	2	5	1	3	3
ARFGAP1 inh	1	-5	7	-7	20
proKLK7 act	0.1	0.1	0.3	-2.4	-0.1
FXN GAA850 act	-2.7	0.7	1.2	0.3	1.7

31. COC(=O)c1ccc(C2c3[nH]c4ccccc4c3C[C@H]3C(=O)N(C)CC(=O)N23)cc1 (stereo partly drawn)
32. O=C(CSC1=NCCN1)Nc1cccc(C(F)(F)F)c1
33. COc1ccc(NC(=O)C(=O)NCCCn2ccnc2)cc1
34. Cc1cc(=O)oc2cc(OC(C)C(=O)N3CCOCC3)ccc12 (stereo not drawn)
35. O=C(O)c1ccc(F)c(S(=O)(=O)Nc2ccccc2Cl)c1
assay / entry	31	32	33	34	35
ADAM10 inh	-5	-7	-1	-84	1
ASAP1 inh	-5	-4	2	-10	15
sPLA2-III inh	-9	0	-4	-3	0
rCAG binder	0	-3	-1	-3	3
GC-A act	10	-4	2	6	0
NPR2 activator	2	-1	0	-3	-5
DDE Tn6 FP inh	-3	-2	-8	-2	-2
ARFGAP1 inh	4	8	0	3	9
proKLK7 act	1.0	0.4	0.1	-0.5	0.2
FXN GAA850 act	0.8	9.6*	1.3	1.1	-1.7

36. Cn1c(N)c(C(=O)Nc2ccccc2)c(=O)[nH]c1=O
37. CCOC(=O)N1CCN(S(=O)(=O)c2ccc(C(=O)Nc3ccc4c(c3)C(=O)NC4=O)cc2)CC1
38. O=C(COC(=O)c1ccc(S(=O)(=O)NCc2ccco2)cc1)NC1CCCCCC1
39. c1ccc(CCn2c(SCc3ccccc3)nnc2-c2ccncc2)cc1
40. O=C(O)c1ccc(N2CCCC2=O)cc1
assay / entry	36	37	38	39	40
ADAM10 inh	-2	-2	0	0	0
ASAP1 inh	2	4	-1	3	3
sPLA2-III inh	7	-5	-13	11	-3
rCAG binder	1	0	0	4	-1
GC-A act	4	1	6	-4	2
NPR2 activator	-2	-7	-3	-2	-3
DDE Tn6 FP inh	1	4	-1	0	-4
ARFGAP1 inh	-12	9	-12	1	-1
proKLK7 act	-0.1	-0.3	-0.1	-0.7	0.9
FXN GAA850 act	.	-3.2	0.2	0.7	-0.1

41. Cc1ccc(C)c(-n2nnnc2SCC(=O)Nc2cccc(-c3nnc4n3CCCCC4)c2)c1
42. O=C(NCc1ccco1)C1CCN(S(=O)(=O)c2cccc([N+](=O)[O-])c2)CC1
43. CSc1nc(N)nc2c1ncn2CC(=O)Nc1ccc(C)c(C)c1
44. COc1ccc(-c2[nH]ncc2CN(CCO)CC23CC4CC(CC(C4)C2)C3)c(OC)c1
45. COc1cccc(CNC(=O)C2CCCN2S(=O)(=O)c2ccc3c(c2)C(C)(C)C(=O)N3C)c1 (stereo not drawn)
assay / entry	41	42	43	44	45
ADAM10 inh	-4	-9	-14	1	0
ASAP1 inh	1	-1	5	-1	2
sPLA2-III inh	-18	-3	8	-9	-9
rCAG binder	2	1	1	-10	-1
GC-A act	0	-1	-1	-13	0
NPR2 activator	3	3	-1	-11	0
DDE Tn6 FP inh	5	9	-2	-12	-1
ARFGAP1 inh	7	-7	-5	10	6
proKLK7 act	0.5	0.6	0.3	-0.2	-0.1
FXN GAA850 act	-0.5	-0.5	-0.8	-2.4	-1.2

46. CCN(CC)S(=O)(=O)c1cccc(NC(=O)CCNC(=O)c2ccc([N+](=O)[O-])cc2)c1
47. CCCCCC(=O)NC(=S)Nc1cccc(C(C)=O)c1
48. O=S(=O)(Nc1ccc(N2CCOCC2)nn1)c1ccccc1
49. COc1ccc(-c2csc3ncn(-c4cccc(C)c4)c(=O)c23)cc1OC
50. COC(=O)[C@@H]1[C@H](O[Si](C)(C)C(C)(C)C)C2OC2C[C@H]1S(=O)(=O)c1ccccc1 (stereo partly drawn)
assay / entry	46	47	48	49	50
ADAM10 inh	-7	-2	-20	1	8
ASAP1 inh	-10	-3	4	7	.
sPLA2-III inh	-2	4	4	-6	-4
rCAG binder	-2	0	2	-5	.
GC-A act	-7	0	-7	3	3
NPR2 activator	1	4	-5	0	3
DDE Tn6 FP inh	-8	-1	7	5	2
ARFGAP1 inh	9	1	-3	11	.
proKLK7 act	-0.1	-0.3	-0.9	0.2	.
FXN GAA850 act	1.9	1.8	-0.4	4.4	.

Screening data from PubChem BioAssay.
